MITF primary: MITF inhibitors, primary screen, biochemical, AlphaScreen, human; Microphthalmia-associated transcription factor (Homo sapiens), O75030; inhibition, % at 2.6 µM; actives 0.91% (n = 650,000); AlphaScreen MITF homodimerization, bead proximity signal; in the data active means inhibition above about 50%;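 further: 0% = vehicle wells with protein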
TEAD-YAP block: TEAD-YAP interaction inhibition, primary screen, TEAD-YAP interaction inhibitor project, luminescence, HEK-TIYL cells. TEAD-Gal4/YAP UAS-luciferase luminescence. inhibition, % at 9.12 µM. actives 1.4% (n = 640,000). AID 1259422, 2018; in the data active means inhibition above about 32%;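 further: 0% = median of test compound wells and 100% = reference inhibitor wells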
FBW7 activator: FBW7 E3 ligase activators, primary screen, biochemical, AlphaScreen, human; AID 1259310, 2017; F-box/WD repeat-containing protein 7 (Homo sapiens), Q969H0; normalized activity (activation), % at 26.1 µM; AlphaScreen FBW7–phospho-cyclin E peptide binding, activator screen; actives 0.13% (n = 650,000); in the data active means normalized activity above about 1.9%;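 further: purified mutant Fbw7 with reduced substrate affinity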
Target sequence (Q969H0 whole entry, looked up): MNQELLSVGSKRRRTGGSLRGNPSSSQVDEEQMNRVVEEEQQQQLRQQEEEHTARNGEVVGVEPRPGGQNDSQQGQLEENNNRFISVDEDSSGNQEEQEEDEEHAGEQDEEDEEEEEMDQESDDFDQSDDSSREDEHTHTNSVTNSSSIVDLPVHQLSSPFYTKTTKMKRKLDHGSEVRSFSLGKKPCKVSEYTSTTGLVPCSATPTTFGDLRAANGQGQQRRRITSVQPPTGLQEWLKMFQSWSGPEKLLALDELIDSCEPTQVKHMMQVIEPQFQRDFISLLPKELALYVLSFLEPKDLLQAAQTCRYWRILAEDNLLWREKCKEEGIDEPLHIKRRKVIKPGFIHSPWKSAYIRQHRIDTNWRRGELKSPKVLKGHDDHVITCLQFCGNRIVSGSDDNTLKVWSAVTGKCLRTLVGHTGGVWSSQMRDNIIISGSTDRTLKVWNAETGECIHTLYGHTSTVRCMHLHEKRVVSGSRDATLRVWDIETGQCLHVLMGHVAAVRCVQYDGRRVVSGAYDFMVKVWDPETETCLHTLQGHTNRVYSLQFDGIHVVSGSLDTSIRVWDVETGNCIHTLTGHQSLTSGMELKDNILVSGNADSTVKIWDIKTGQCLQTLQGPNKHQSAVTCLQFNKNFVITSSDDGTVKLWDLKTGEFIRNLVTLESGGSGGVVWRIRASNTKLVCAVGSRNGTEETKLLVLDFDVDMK
GPR151 ag: activators of human GPR151, primary screen, cell-based, PathHunter beta-arrestin, luminescence; G-protein coupled receptor 151 (Homo sapiens), Q8TDV0; PathHunter beta-arrestin GPR151 cells; activation, % at 11.2 µM; actives 1% (n = 650,000); AID 1508602, 2020; in the data active means activation above about 4.9%;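 further: 0% = median of compound wells and 100% = cells with positive control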
Target sequence (Q8TDV0 whole entry, looked up): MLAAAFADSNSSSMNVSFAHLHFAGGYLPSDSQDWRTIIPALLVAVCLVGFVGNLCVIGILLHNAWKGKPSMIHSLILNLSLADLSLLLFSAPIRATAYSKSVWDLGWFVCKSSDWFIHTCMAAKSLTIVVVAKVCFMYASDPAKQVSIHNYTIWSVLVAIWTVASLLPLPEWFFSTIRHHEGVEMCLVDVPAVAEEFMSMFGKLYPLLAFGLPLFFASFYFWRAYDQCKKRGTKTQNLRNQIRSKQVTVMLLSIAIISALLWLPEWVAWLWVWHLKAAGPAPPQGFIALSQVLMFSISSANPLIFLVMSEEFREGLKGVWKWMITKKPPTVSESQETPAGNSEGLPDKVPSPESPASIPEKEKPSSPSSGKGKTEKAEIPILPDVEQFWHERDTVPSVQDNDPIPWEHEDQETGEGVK
* = called active by the depositor; x = not tested or not shown.

The opening six compounds, to show the layout:
SMILES | MITF primary | TEAD-YAP block | FBW7 activator | GPR151 ag
CC(C)(C)c1ccc(OCc2nnc3n2N=C(c2ccc(Cl)cc2)CS3)cc1 | 19 | -14 | 0.4 | 1.5
COc1cc(OC)cc(C(=O)N/N=C(\C)CC(=O)NC2CCCCC2)c1 | -3 | 60* | -0.1 | 0.1
COCCCNc1nc2nonc2nc1N(C)CCCCN1CCOCC1 | -5 | -7 | -0.1 | -1.0
COc1ccc(CCn2c(-c3ccc(-c4ccccc4)cc3)csc2=Nc2ccccc2)cc1 | 7 | -12 | 0.0 | 0.0
COc1ccc(C(=O)N2CCN3C(=O)[C@H](Cc4c[nH]c5ccccc45)NC(=O)[C@H]3C2)cc1 | -11 | -5 | 0.2 | -1.8
COC(=O)[C@H]1CN(C(=O)CCC2NC(=O)NC2=O)C[C@@H]1c1ccc(F)cc1 (stereo partly drawn) | -9 | -4 | -0.1 | 0.0

This part in full, previewed entries included:
SMILES | MITF primary | TEAD-YAP block | FBW7 activator | GPR151 ag
CC(C)(C)c1ccc(OCc2nnc3n2N=C(c2ccc(Cl)cc2)CS3)cc1 | 19 | -14 | 0.4 | 1.5
COc1cc(OC)cc(C(=O)N/N=C(\C)CC(=O)NC2CCCCC2)c1 | -3 | 60* | -0.1 | 0.1
COCCCNc1nc2nonc2nc1N(C)CCCCN1CCOCC1 | -5 | -7 | -0.1 | -1.0
COc1ccc(CCn2c(-c3ccc(-c4ccccc4)cc3)csc2=Nc2ccccc2)cc1 | 7 | -12 | 0.0 | 0.0
COc1ccc(C(=O)N2CCN3C(=O)[C@H](Cc4c[nH]c5ccccc45)NC(=O)[C@H]3C2)cc1 | -11 | -5 | 0.2 | -1.8
COC(=O)[C@H]1CN(C(=O)CCC2NC(=O)NC2=O)C[C@@H]1c1ccc(F)cc1 (stereo partly drawn) | -9 | -4 | -0.1 | 0.0
O=C(CCCCCN=C1NS(=O)(=O)c2ccccc21)OCc1cccc(Cl)c1 | -10 | -1 | -0.1 | 0.0
Cc1ccc(N=CC=C2OC(C)(C)C(C)(C)O2)cc1 | 16 | -13 | 0.9 | -0.2
C/C=C(\C)CN1CCc2nnc(CCc3ccccc3)n2CC1 | 13 | 11 | 0.0 | -0.8
CCCCCCN1C(=O)C(=O)/C(=C(\O)c2ccccc2)C1c1ccc(C(C)C)cc1 (stereo not drawn) | -4 | -1 | -0.1 | 0.2
O=C(C1CC(Cc2ccccc2)=NO1)N1CCCC(c2nc3ccccc3o2)C1 (stereo not drawn) | 5 | -3 | -0.3 | 2.3
COc1cccc2c1OC1(C)C(C(=O)N(C)C)C2NC(=S)N1c1cccc(Cl)c1 (stereo not drawn) | 20 | 3 | 0.0 | 1.4
CNC(=O)c1cc2c(=O)n3cccc(C)c3nc2n(Cc2ccncc2)c1=N | 19 | 0 | 0.0 | -0.8
O=C1N/C(=N/N=C\c2ccc(O)cc2)SC1Cc1ccccc1[N+](=O)[O-] (stereo not drawn) | 7 | 9 | 0.4 | -2.6
CCc1ccc2nc(SCC(=O)N(CC)CC)c(C#N)cc2c1 | 5 | -19 | 0.0 | 0.2
Cc1nc2ccccc2c(=O)n1NC(=O)c1ccc(Cl)c([N+](=O)[O-])c1 | -8 | 11 | -0.1 | -0.7
COc1ccc(-c2nc3cnccn3c2NCC2CCCO2)cc1CO (stereo not drawn) | -8 | -9 | -0.1 | 0.1
Cn1cc(-c2ccnc(Nc3ccc(N4CCOCC4)cc3)c2)cn1 | 28 | 13 | -0.1 | -0.8
CCOc1ccc(CN2CCN(Cc3ccc(C)s3)CC2CCO)cc1 (stereo not drawn) | -5 | 5 | 0.0 | -0.5
COCCn1nnnc1C(c1ccc(C)cc1)N1CCN(Cc2ccccc2)CC1 (stereo not drawn) | -9 | -3 | 0.0 | 2.4
CC1CCCCN1CC(O)COc1ccc2c(c1)CCC2 (stereo not drawn) | 9 | 4 | 0.1 | -0.1
CCOC(=O)N1CCN(S(=O)(=O)c2ccc(C(=O)N=c3sc4cccc(OC)c4n3C)cc2)CC1 | -12 | 7 | -0.1 | -1.2
COc1ccccc1C(=O)Nc1ccc(C(=O)N2C(C)CCCC2C)cc1 (stereo not drawn) | 3 | 8 | 0.2 | 0.3
CC1CCN(S(=O)(=O)c2ccc3ncn(CC(=O)NC4CCCCC4)c(=O)c3c2)CC1 | 6 | -9 | 0.1 | 2.0
CCCCn1c(CNC(=O)COc2ccc(Cl)cc2)nnc1SCC(=O)Nc1sc2c(c1C(=O)OCC)CCCC2 | 13 | 11 | 0.1 | -1.5
Cc1cccn2c(=O)c3cc(C(=O)NCc4ccccc4)n(C)c3nc12 | 2 | 14 | 0.5 | -0.2
Cc1ccc(C(=O)NCC(C)C)cc1C | 12 | -26 | 0.5 | -1.8
CCOC(=O)c1cccc(NC(=O)CN2C(=O)c3ccccc3S2(=O)=O)c1 | 3 | 9 | 0.0 | -0.7
CCN(c1ccc(F)cc1)S(=O)(=O)c1ccc2[nH]cc(C(=O)NCC(OC)OC)c(=O)c2c1 | 0 | 3 | 0.0 | -0.6
COCC(=O)NC(C)c1nc(-c2ccncc2)n[nH]1 (stereo not drawn) | 5 | 11 | 0.3 | -0.8
CCc1nnc2nc(-c3ccc(NC(=O)CCN4CCCC4=O)cc3)cn2c1CC | -1 | -8 | 0.2 | 0.5
COc1ccc(Cl)cc1NC(=O)C(C(C)C)N1C(=O)c2ccccc2C1=O (stereo not drawn) | -1 | 0 | -0.5 | 1.7
COc1c(O)ccc(/C=N\NC(=O)C2C(=O)NCC2c2ccccc2)c1[N+](=O)[O-] (stereo not drawn) | -1 | 6 | -0.1 | 0.7
C=CCNC(=O)c1cc(-c2ccc(O)cc2)on1 | 6 | 34* | 0.1 | -1.1
Cc1nn(-c2ccccc2)c2c1C1(C(C#N)=C(N)O2)c2ccccc2-c2ccccc21 | 23 | 1 | -0.1 | -0.1
Cc1ccc(C(=O)CC2(O)C(=O)Nc3ccc(Br)cc32)c(C)c1 (stereo not drawn) | 20 | -2 | 0.8 | 1.2
O=C(Oc1cccc2ccccc12)C(Cc1ccccc1)N1C(=O)c2ccccc2C1=O (stereo not drawn) | 0 | -12 | -0.1 | -2.1
CCOC(=O)C1CCN(C(=O)c2cc3nc(-c4ccc(OC)cc4)cc(C(F)(F)F)n3n2)CC1 | 61* | -4 | -0.3 | -0.7
COc1ccc(N=C2NC(=O)/C(=C/c3cccc(OC)c3OC)S2)cc1 | 11 | -39 | -0.1 | -0.4
CCOC(=O)CC(C#N)c1c([N+](=O)[O-])cc(OC)c(OC)c1[N+](=O)[O-] (stereo not drawn) | 12 | -2 | -0.1 | 1.3

Five compounds drawn at random from the list so far:
SMILES | MITF primary | TEAD-YAP block | FBW7 activator | GPR151 ag
CCCCCCN1C(=O)C(=O)/C(=C(\O)c2ccccc2)C1c1ccc(C(C)C)cc1 (stereo not drawn) | -4 | -1 | -0.1 | 0.2
COc1ccc(C(=O)N2CCN3C(=O)[C@H](Cc4c[nH]c5ccccc45)NC(=O)[C@H]3C2)cc1 | -11 | -5 | 0.2 | -1.8
COc1ccccc1C(=O)Nc1ccc(C(=O)N2C(C)CCCC2C)cc1 (stereo not drawn) | 3 | 8 | 0.2 | 0.3
Cc1ccc(N=CC=C2OC(C)(C)C(C)(C)O2)cc1 | 16 | -13 | 0.9 | -0.2
CNC(=O)c1cc2c(=O)n3cccc(C)c3nc2n(Cc2ccncc2)c1=N | 19 | 0 | 0.0 | -0.8

(continued)
SMILES | MITF primary | TEAD-YAP block | FBW7 activator | GPR151 ag
Oc1oc(-c2cccc3ccccc23)nc1C=Nc1ccc2ccccc2c1 | 2 | -5 | 0.1 | -1.1
O=C(Nc1ccc(-c2cn[nH]c2)cc1SCCN1CCCC1)C1COc2c(F)cccc2C1 (stereo not drawn) | 10 | -12 | -0.1 | 0.6
CCOc1ccccc1-c1noc(CCCC(=O)Nc2ccccc2)n1 | -1 | -11 | 0.3 | 2.3
CCOC(=O)c1c(C)oc2ccc(OC(C)C(=O)O)cc12 (stereo not drawn) | 13 | 2 | 0.1 | -0.8
Cc1ccc(S(=O)(=O)NC(=O)Nc2nc3ccc([N+](=O)[O-])cc3s2)cc1 | 10 | 11 | 0.1 | -0.4
O=[N+]([O-])c1cc(C(F)(F)F)ccc1N1CCN(S(=O)(=O)c2cccc3nsnc23)CC1 | -6 | -8 | -0.2 | 0.5
CCc1ccc(OCC(=O)NN2Cc3ccccc3C2=N)cc1 | 3 | 0 | 0.0 | 2.8
Cn1c(=O)c2c(nc(N3CCOCC3)n2CCN=CN2CCOCC2)n(C)c1=O | -3 | 8 | 0.0 | -0.8
CC1(C)CC(=O)C2=C(C1)OC(c1ccccc1)(C(C)(C)C)NC2=O (stereo not drawn) | 11 | 1 | -0.2 | 1.1
Cc1cccc2c(=O)[nH]c(CCl)nc12 | 4 | 10 | -0.1 | -1.9
CS(=O)(=O)Nc1ccc(-c2cnc3cccc(Nc4ncc([N+](=O)[O-])s4)c3c2)cc1 | 10 | -11 | -0.1 | -0.8
Cc1nc2sc3c(c2c2nnc(SCC(=O)N4CCCC4)n12)CCC(C)C3 (stereo not drawn) | 0 | 0 | 0.1 | 0.1
COC(=O)c1ccc2nc(NC(=O)Cc3ccccc3)sc2c1 | 14 | -3 | 0.1 | -0.7
Cc1cc(C(=O)CSc2nnnn2-c2ccccc2)c(C)n1Cc1cccs1 | -11 | -15 | 0.8 | -0.8
COc1cc2nc(C3CC3)n(NC(=O)c3c(F)cccc3F)c(=O)c2cc1OC | -8 | 0 | -0.1 | 0.4
COc1ccccc1Nc1nc2nonc2nc1N1CCCCC1C (stereo not drawn) | -2 | 4 | 0.0 | 0.2
Cc1ccc(S(=O)(=O)NCC(=O)Nc2cccc(C)c2)cc1 | -3 | 0 | -0.1 | 0.2
CCOC(=O)CC(=O)CSc1nc(C)c2c(c1C#N)CCCC2 | 10 | -6 | 0.1 | -0.6
CCNc1nc(NCC)nc(NS(=O)(=O)c2ccc(C)cc2)n1 | -3 | -6 | 0.0 | 2.5
Cc1cc(C)n(-c2cccc([C@@H]3C[C@H]4CN(c5ccccc5)C(=O)[C@]45CCCN35)c2)n1 | -15 | -4 | -0.1 | -0.4
CCC(Sc1nc2n[nH]c(C)c2c(=N)n1-c1ccccc1Cl)C(=O)N1CCOCC1 (stereo not drawn) | 13 | -8 | 0.7 | -0.5
O=C(CSc1n[nH]c(-c2ccccc2)n1)Nc1ncc(Br)cc1Br | 14 | 4 | -0.1 | -1.4
COc1cccc(C(=O)NCc2ccc3[nH]c4c(c3c2)CCCC4)c1 | 1 | 2 | 0.0 | 2.5
CC(C)OC(=O)NCCOC(=O)Nc1cccc(Cl)c1 | -6 | -11 | 0.2 | -0.8
Cc1ccc2cccc(OC(=O)N3CCOCC3)c2n1 | 5 | 0 | -0.1 | 0.0
Cc1ccccc1CN1CCOc2ccc(CN3CCCC(C(N)=O)C3)cc2C1 (stereo not drawn) | 3 | -6 | 0.5 | 0.2
COc1cccc(C2Sc3ccccc3NC3=C2C(=O)c2ccccc23)c1OC (stereo not drawn) | 10 | 8 | 0.8 | 0.3
C=CCc1cc(C)ccc1OCCCNCCN | 3 | 12 | -0.1 | 0.0
Nc1ccc(C(=O)Nc2ccc(O)c(-c3nc4ccccc4o3)c2)cc1 | -5 | -11 | -0.2 | -0.2
O=C(Cc1ccc([N+](=O)[O-])cc1)Nc1ccc(S(=O)(=O)N2CCc3ccccc32)cc1 | 11 | 7 | 0.0 | -0.7
Cc1ccc(CN2C(=O)CN(CC(=O)NCCc3ccc(Cl)cc3)C(=O)C2c2ccccc2F)cc1 (stereo not drawn) | 12 | -1 | 0.5 | -0.6
CCSc1nc2c(c(=O)n1Cc1ccco1)C1(CCCCC1)Cc1ccccc1-2 | 6 | -1 | 0.2 | -0.3
O=C1/C(=C/c2cc(OC(F)F)ccc2Cl)N=C2CCCCCN12 | 17 | 10 | 0.5 | -2.6
COc1ccc(CNC(=O)c2nn3c(C(F)(F)F)cc(-c4ccco4)nc3c2Cl)cc1 | 18 | -7 | 0.1 | -1.1
CCOC(=O)COc1ccc(/C=C/[N+](=O)[O-])cc1OC | 4 | 8 | 0.1 | 0.8
CCOC(=O)C1CCN(C(=O)c2cc(C(=O)N3CCC(C(=O)OCC)CC3)cc([N+](=O)[O-])c2)CC1 | -9 | -3 | -0.3 | 1.0
O=C(NC(=S)N1CCN(c2ccccc2O)CC1)C1CC1 | 7 | -3 | 0.1 | 0.1
CC12CN(C(=O)c3ccccc3Cl)CC(C)(CN(C(=O)c3ccccc3Cl)C1)C2=O | -3 | 0 | 0.0 | 0.9
COc1ccc(Nc2c(-c3ccc4c(c3)OCC(=O)N4)c(=O)c2=O)cc1OC | 14 | -11 | 0.0 | -0.2
COc1ccc(NC(=O)C2c3ccccc3Oc3ccccc32)cc1 | -6 | -5 | 0.0 | 0.3
CCCCC/C=C\C/C=C\C/C=C\C/C=C\CCCC(=O)O | 7 | x | x | -1.3

Shown with values under each structure: entries from further up
Each structure is followed by: MITF primary	TEAD-YAP block	FBW7 activator	GPR151 ag
- COc1ccc(CNC(=O)c2nn3c(C(F)(F)F)cc(-c4ccco4)nc3c2Cl)cc1
→ 18	-7	0.1	-1.1
- CCC(Sc1nc2n[nH]c(C)c2c(=N)n1-c1ccccc1Cl)C(=O)N1CCOCC1 (stereo not drawn)
→ 13	-8	0.7	-0.5

Screening results as filed in PubChem.
